KDM5B inhibitor – blocks human KDM5B histone demethylase activity; KDM5B demethylase, FDH-coupled NADH fluorescence (FDH is formaldehyde dehydrogenase); Potency, µM (titrated, usually from 57.7 µM), without a hit: top-dose activity change, negative = inhibition, hits mostly inhibitors; 2.6% of 220,000 active; active = well fitted inhibition curve with a large enough effect; inconclusive = small, poorly fitted or top-dose-only effect; inactive = no such curve, though single readings can be large or run the other way; note: 0% is about no effect; nearly all actives have a fitted effect of over 70% in size
Target sequence (Q9UGL1 whole entry, looked up): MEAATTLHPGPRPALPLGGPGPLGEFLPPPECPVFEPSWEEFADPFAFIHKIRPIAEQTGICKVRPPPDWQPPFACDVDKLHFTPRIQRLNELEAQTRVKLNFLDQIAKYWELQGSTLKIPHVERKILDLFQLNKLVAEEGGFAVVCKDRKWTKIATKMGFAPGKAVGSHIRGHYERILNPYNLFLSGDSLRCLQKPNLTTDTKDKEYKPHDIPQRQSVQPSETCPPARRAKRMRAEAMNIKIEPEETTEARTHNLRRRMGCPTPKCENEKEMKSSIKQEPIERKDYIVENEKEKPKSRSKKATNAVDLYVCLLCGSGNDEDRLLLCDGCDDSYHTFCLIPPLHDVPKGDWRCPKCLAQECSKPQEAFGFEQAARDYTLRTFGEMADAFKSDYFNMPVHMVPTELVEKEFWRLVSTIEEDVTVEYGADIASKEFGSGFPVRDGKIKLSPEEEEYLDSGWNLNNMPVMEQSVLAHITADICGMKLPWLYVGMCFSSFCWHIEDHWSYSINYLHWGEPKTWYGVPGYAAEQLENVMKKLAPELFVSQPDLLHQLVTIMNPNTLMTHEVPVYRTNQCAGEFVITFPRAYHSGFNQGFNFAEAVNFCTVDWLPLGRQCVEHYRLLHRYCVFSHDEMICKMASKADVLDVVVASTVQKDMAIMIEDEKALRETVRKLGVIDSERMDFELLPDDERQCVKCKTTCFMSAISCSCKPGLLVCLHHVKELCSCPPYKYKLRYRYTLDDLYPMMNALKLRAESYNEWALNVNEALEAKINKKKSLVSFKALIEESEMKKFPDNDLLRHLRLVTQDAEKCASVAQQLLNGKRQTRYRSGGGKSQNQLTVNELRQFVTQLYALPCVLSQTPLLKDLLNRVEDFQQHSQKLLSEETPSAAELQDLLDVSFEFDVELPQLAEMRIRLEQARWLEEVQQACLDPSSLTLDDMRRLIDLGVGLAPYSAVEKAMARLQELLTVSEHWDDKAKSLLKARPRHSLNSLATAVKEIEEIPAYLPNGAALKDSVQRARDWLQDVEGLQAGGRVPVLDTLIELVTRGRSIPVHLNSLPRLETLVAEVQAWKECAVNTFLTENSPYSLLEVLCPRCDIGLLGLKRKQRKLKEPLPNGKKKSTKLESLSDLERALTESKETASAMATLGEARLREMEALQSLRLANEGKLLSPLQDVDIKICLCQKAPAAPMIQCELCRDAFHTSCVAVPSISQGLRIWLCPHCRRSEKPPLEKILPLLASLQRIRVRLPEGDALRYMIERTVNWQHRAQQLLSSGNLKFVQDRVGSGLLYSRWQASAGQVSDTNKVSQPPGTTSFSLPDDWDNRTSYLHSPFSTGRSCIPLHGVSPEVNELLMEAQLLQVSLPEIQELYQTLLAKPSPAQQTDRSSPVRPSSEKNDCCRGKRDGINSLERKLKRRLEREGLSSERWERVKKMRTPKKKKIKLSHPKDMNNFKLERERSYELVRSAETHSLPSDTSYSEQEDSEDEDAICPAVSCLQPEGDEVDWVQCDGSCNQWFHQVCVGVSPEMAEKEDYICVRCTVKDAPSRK
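Here, H3K4me3 peptide (12.5 µM in substrate mix) is demethylated by KDM5BΔAP, 200 nM final, after 10 min compound exposure. Formaldehyde product is coupled through FDH (0.25 U/mL in mix) to NADH fluorescence; 30-min ΔRFU feeds dose-response curves.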
The depositor's hits bear a star; ? = inconclusive; & = joins results of further samples; [ ] = remark or other dose. Potency is the fitted concentration of half-maximal effect. A portion of the library; rates above refer to the full screens.

| KDM5B inhibitor | smiles |
| --- | --- |
| -3% | CCOC(=O)C(NC(=O)/C=C/c1cccs1)C(=O)OCC |
| 291%[activator] | CCc1ccccc1NC(=O)c1cnc2sc(N3CCCC3)nn2c1=O |
| 22µM* | Cc1cccc(N2CCN(c3ncncc3-c3nc(-c4ccccc4)no3)CC2)c1 |
| 3% | CC(OC(=O)C1CCCCC1)C(=O)Nc1ccc(S(N)(=O)=O)cc1 (stereo not given) |
| -34% | CC(C)N1CCC(OCCCNC(=O)CN2CC3CC(C2)[C@H]2CCCC(=O)N2C3)CC1 (stereo not given in full) |
| 13% | COc1ccc(/C=N/Nc2ccccn2)cc1OC |
| 25% | Cc1nn(CC(=O)N2CCC(C)CC2)c(C)c1S(=O)(=O)NC(C)(C)C |
| ? | Nc1nccnc1C(=O)NCCCC1CCCC1 |
| 15%[115 µM] | COc1ccc(CN2CCCCC23Cc2ccccc2CNC3=O)cc1F (stereo not given) |
| 27% | Cc1cnc(CCNC(=O)C2CCOCC2)n1C1CCCCCCC1 |
| -7% | CCN(C(=O)Cn1cnc2onc(-c3ccc(F)cc3)c2c1=O)c1ccc(OC)cc1 |
| -3% | Cc1ccc2oc(-c3cc(NC(=O)CC(C)C)ccc3O)nc2c1 |
| 17%&1% | CCCSc1ncc(Cl)c(C(=O)Nc2nc3ccc(OCC)cc3s2)n1 |
| -29% | CCc1cc(=O)n(CC(=O)Nc2ccc3c(c2)OCCO3)c(-c2cccc(F)c2)n1 |
| -3% | O=C(COc1ccc([N+](=O)[O-])cc1)Nc1ccc2oc(-c3cccc(F)c3)nc2c1 |
| -1% | NNC(=O)c1[nH]c2ccc(Br)cc2c1-c1ccccc1 |
| -13% | CC1CCc2c(-c3cccc(O)c3)nc3ccc4ccccc4c3c2C1 (stereo not given) |
| -14% | CC(C)(c1ccccc1)c1ccc(OC(=O)C2CCS(=O)(=O)C2)cc1 (stereo not given) |
| 2% | CCCc1nc(C#N)c(N2CCN(c3cccc(Cl)c3)CC2)o1 |
| -3% | CCOc1ccc(-c2nc(Cn3c(=O)cc(C)c4c(C)nn(-c5ccccc5)c43)c(C)o2)cc1 |
| ? | CCOC(=O)COc1ccc(CC)cc1C(=O)c1ccn2nc(-c3ccc(F)cc3)cc2n1 |
| 16% | O=C(NC1CCSc2ccccc21)C1CCCC1 (stereo not given) |
| 12% | O=C(Cc1ccc(Br)cc1)NC1CCN(C2CC2)C1 (stereo not given) |
| ? | Cc1cc(C)n2ncc(C(=O)N3CCC(c4[nH]ncc4-c4ccccc4)CC3)c2n1 |
| 2% | COc1ccc(C(=O)C2CCCN(C(=O)c3cccc(Cn4cccn4)c3)C2)cc1F (stereo not given) |
| -23%[86.2 µM] | O=C(Nc1ccc(Cl)cc1)c1nc2c(o1)CCN(Cc1nccs1)CC2 |
| 13% | Cc1cc(NC(=O)[C@@H]2CCCN2S(=O)(=O)c2ccc(OC(C)C)cc2)no1 |
| -9% | O=C(NCCc1c[nH]c2ccccc12)c1cccc(F)c1 |
| ? | CCc1ccccc1Cn1c(=O)oc2cccnc21 |
| -13% | NC(=O)[C@H](CC1CCCCC1)NC(=O)[C@@H]1CN(C(=O)Nc2ccccc2)CCN1C(=O)C1CCCCC1 |
| -2% | COc1ccccc1NC(=O)N(C)CC1CCOCC1 |
| -27% | CCOc1ccc2c(n1)CCN(C(=O)c1ccn(CC)n1)C2 |
| ? | CCn1c2c(c(=O)n3ncc(C(=O)Nc4ccc(F)cc4Cl)c13)CN(Cc1ccc(OC)cc1)CC2 |
| -13% | O=C(c1cc2c(s1)CCCC2)N1CCN(c2ncccn2)CC1 |
| ? | CCOc1ccc2[nH]c3c(NCCC(C)C)ncnc3c2c1 |
| 26% | Cc1ccc(NC(=O)Cn2c(-c3ccc(F)cc3)nc(C)c(CCO)c2=O)c(Cl)c1 |
| -23% | CC(NC(=O)C(=O)C1C(=O)Nc2ccccc21)C(=O)O (stereo not given) |
| 24% | CC(=O)[C@@]12O[C@@H]1C[C@H]1[C@@H]3CC[C@H]4C[C@@H](O)CC[C@]4(C)[C@H]3CC[C@@]12C |
| 5% | O=C(NCCC1CCN(C(=O)Nc2ccccc2)CC1)c1ccccc1 |
| 1% | CC[C@H](C)[C@H](NC(=O)c1ccccc1)C(=O)O |
| 8% | Cn1cccc1C(=O)N1C[C@@H](F)C[C@H]1C(=O)N1CCCCC1 |
| ? | COCCn1c(C)cnc1CCNS(=O)(=O)c1ccccc1 |
| -17% | Cc1oc2cc(OCC(=O)NCc3ccccc3)ccc2c(=O)c1Oc1ccccc1 |
| ? | Cn1nc(-c2ccccc2F)c2cc(C(=O)Nc3cc(F)ccc3F)sc21 |
| 13% | CC(C)(C)c1ccc(COC(=O)C2=COCCO2)cc1 |
| 17% | Cc1ccc(CNC(=O)c2ccc3ccccc3n2)s1 |
| -1% | Cc1nc(-c2cn(C3CCCN(C(=O)c4ccc5c(c4)OCO5)C3)nn2)no1 (stereo not given) |
| -16% | Cc1cc(C)cc(NC(=O)N2CC(C(=O)N(C)C)C3(CCOCC3)C2)c1 (stereo not given) |
| 19% | CCN(CC)CCSCCOC(=O)c1oc2ccccc2c1C |
| 17% | O=C(CCc1ncc(-c2ccccc2F)o1)Nc1ccncc1 |
| 9% | COc1ccc(NC(=O)c2nnn3cc(C)[nH]c(=O)c23)cc1OC |
| 163%[activator] | CC(=O)N(CCC(C)C)c1nc(C)c(C(=O)Nc2ccc3[nH]ccc3c2)s1 |
| 12% | COc1cccc(NC(=O)COC(=O)c2cc3c(C)nn(-c4ccc(F)cc4)c3s2)c1 |
| 18% | CC(OC(=O)c1nn(C(C)C)c(=O)c2ccccc12)C(=O)Nc1nc(-c2ccccc2)cs1 (stereo not given) |
| -31%[86.2 µM] | F[C@@H]1CN(Cc2ccc3c(c2)OCCO3)C[C@@H]1OCc1nc2ccccc2[nH]1 |
| -7% | COCCNC(=O)c1c(-c2ccccc2)c(-c2ccccc2)nn(C)c1=O |
| -1% | O=C1CCN(C(=O)C2(c3ccccc3)CC2)CCCC(C(=O)NCc2ccccc2)CCN1 (stereo not given) |
| 12% | COc1ccccc1-c1nc(S(=O)(=O)c2ccc3c(c2)OCCO3)c(NCCCN(C)C)o1 |
| -8% | CCNC(=O)N1CCCN(Cc2ccncc2)C(c2ccccc2)CC(=O)NCC1 (stereo not given) |
| -8% | CCCN(CCC)C(=O)c1cn(CC)c2ccc(S(=O)(=O)N3CCCCC3)cc2c1=O |

4 entries drawn at random from those above:
| KDM5B inhibitor | smiles |
| --- | --- |
| 163%[activator] | CC(=O)N(CCC(C)C)c1nc(C)c(C(=O)Nc2ccc3[nH]ccc3c2)s1 |
| ? | Cn1nc(-c2ccccc2F)c2cc(C(=O)Nc3cc(F)ccc3F)sc21 |
| -17% | Cc1oc2cc(OCC(=O)NCc3ccccc3)ccc2c(=O)c1Oc1ccccc1 |
| 18% | CC(OC(=O)c1nn(C(C)C)c(=O)c2ccccc12)C(=O)Nc1nc(-c2ccccc2)cs1 (stereo not given) |

(more compounds)
| KDM5B inhibitor | smiles |
| --- | --- |
| -24% | Fc1ccc(Nc2ncnc3c2nc2n3CCCC2)cc1 |
| -8% | Cc1cccc(Cn2c(N3CCN(Cc4ccccc4)CC3)nc3c2c(=O)[nH]c(=O)n3C)c1 |
| 18% | CC(C)(C)Sc1ccc2nn(CC(=O)Nc3ccccc3F)c(=O)n2n1 |
| 10% | COc1c(Cl)cc(C(=O)N2CCN(Cc3cc(=O)n4ccsc4n3)CC2)cc1Cl |
| 6% | COc1cccc(/C=N/NC(=O)c2cccc3ccccc23)c1OC |
| -24% | COC1CCN(C(=O)Cn2c3c(c(=O)n2Cc2ccccc2)CCN(Cc2ccccc2)C3)CC1 |
| 13% | CN(C)C(CNC(=O)NCC(c1cccs1)N(C)C)c1cccs1 (stereo not given) |
| 7% | COc1ccc(-n2nc(C3CCCN(C(=O)Cc4ccccn4)C3)[nH]c2=O)cc1 (stereo not given) |
| 0% | CC(C(=O)Nc1cccc(C#N)c1)n1nnc(-c2ccccc2Cl)n1 (stereo not given) |
| ? | COc1ccccc1CN1CCC(N2Cc3cnc(C)n3C2=O)CC1 |
| -17% | CCCNC(=O)c1coc(COc2ccc3c(c2)C(c2ccc(C)cc2)N(C(=O)C2CC2)CC3)n1 (stereo not given) |
| 14% | CCn1cnc2c1c(=O)n(CC(=O)c1cc(C)n(C)c1C)c(=O)n2Cc1ccccc1 |
| ? | CCn1c(C)c(CCC(=O)NCCC2=NCc3ccccc32)c(=O)n2nc(-c3ccccc3OC)cc12 |
| 23% | CCNC(=O)c1ccccc1-c1nc(-c2ccccc2)no1 |
| -24% | Cn1c(NCc2ccc3c(c2)OCO3)nc2c1c(=O)n(Cc1ccc(F)cc1)c(=O)n2C |
| -10% | COC(C(=O)N1CCC(CCC(=O)Nc2ccccc2)CC1)c1ccccc1 (stereo not given) |
| -10% | Cc1cccc(-c2nnc(SCC(=O)Nc3ccc(F)c(F)c3)n2Cc2ccco2)c1 |
| -10% | Cn1c(=O)c2nc(SCC(=O)Nc3ccc(Cl)c(Cl)c3)n(C)c2n(C)c1=O |
| ? | COc1ccc(-c2cc(C(=O)N(C)CC(=O)Nc3ccccc3C(F)(F)F)c3ccccc3n2)cc1OC |
| ? | O=C(NCc1ccc(-c2ccc(Cl)cc2)o1)C1NCCc2[nH]cnc21 (stereo not given) |
| ? | COC(=O)c1ccc(/C=C(/C#N)C(=O)c2ccsc2)cc1 |
| 11% | O=C(OCC(=O)c1cccs1)c1ccco1 |
| 40%[activator] | COC(=O)c1cc2n(n1)CCCN(C(=O)c1ccc(OC)nc1OC)C2 |
| ? | COc1ccc(-c2nc3cc(C)ccc3cc2CN2CCCC(C#N)C2)cc1OC (stereo not given) |
| -6% | CC(C)NC(=O)CNC(=O)C(=O)Nc1ccc2cc[nH]c2c1 |
| -36% | Cc1ccc(NC(=O)CSc2ccc(-c3cccs3)nn2)cc1Cl |
| -29% | CCOc1ccc(C(=O)Nc2cccc(Cl)c2N2CCCC2)cc1 |
| 13%[86.2 µM] | Cc1ccc(S(=O)(=O)N2C[C@@H]3OCC(=O)N(Cc4ccc(F)cc4)[C@@H]3C2)cc1 |
| -22% | Cc1ccccc1CNC(=O)c1ccccc1NC(=O)c1nsc2ccccc12 |
| -9% | O=C(NC1CC(=O)N(c2ccccc2)C1)c1ccc(Br)o1 (stereo not given) |
| 8%[86.2 µM] | CC(C)CCN1CC2(C1)NC(=O)c1ccccc1O2 |
| ? | COc1ccccc1NC(=O)C1=C(C)Nc2nc3ccccc3n2C1c1cccc(Br)c1 (stereo not given) |
| -28%[86.2 µM] | O=C(N1CCOCC1)N1CCOC[C@H]1c1ncc(-c2ccc(OC(F)(F)F)cc2)[nH]1 |
| -21% | CC(/C=C/N(C)C)=C\C=[N+](C)C |
| 12% | O=[N+]([O-])c1c(-n2nnc3ccccc32)nn(-c2ccccc2)c1C(Cl)Cl |
| ? | Cc1cccc(NC(=O)c2ccc(-c3nc(CSc4ccccc4)c(C)o3)cc2)c1C |
| 25% | O=C(CC[C@H]1NC(=O)c2ccccc2NC1=O)Nc1cccc(-c2ncn[nH]2)c1 |
| -9% | CCN(Cc1cccs1)C(=O)NCc1cccc(F)c1 |
| ? | CC(=O)N1CCN(c2ncnc3c2CN(c2ccc([N+](=O)[O-])cc2)C(=O)N(C)C3)CC1 |
| 28µM* | COc1ccc2[nH]c(C(=O)N3C[C@@H](C(N)=O)[C@H](c4n[nH]c(C)n4)C3)cc2c1 |
| 12% | CC(C)CCNC(=O)CC(c1ccc(F)cc1)N1Cc2ccccc2C1=O (stereo not given) |
| -9% | Fc1ccc(CCNC(=S)NCc2ccccc2)cc1 |
| -2% | CCN1C(=O)C2(CCN(S(=O)(=O)c3cc(Cl)ccc3OC)CC2)c2ccccc21 |
| -8% | O=C(c1ccccc1F)N1CCCC(CO)(Cc2ccccc2F)C1 (stereo not given) |
| ? | COC(=O)c1c(NC(=O)c2ccccc2Cl)sc2c1CCC(C)C2 (stereo not given) |
| -15% | Cc1ccoc1C(=O)N1CC(F)(F)C[C@H]1c1nnc(C2CC2)o1 |
| 1% | Cc1ccc2c(C)c(C(=O)Nc3nc(-c4ccc(C)s4)ns3)oc2c1 |
| -2% | CCOc1ccc(S(=O)(=O)c2cn(Cc3ccc(OC)cc3)c3ccc(F)cc3c2=O)cc1 |
| 9% | COc1ccccc1NC(=O)CC1CCCC1 |
| -1%&18% | Cc1ccc2c(=O)cc(C(=O)NCc3ccccc3)oc2c1C |
| ? | Cc1cc(C)nc(N2CCN(C(=O)C3CC(=O)N(CC(C)C)C3)CC2)n1 (stereo not given) |
| ? | O=C(Nc1cccc(-c2cc3cc(F)ccc3[nH]2)c1)C1CC1 |
| 39%[activator] | Cc1ccncc1C(N)=O |
| -6%&-17% | O=C1CC2(CCN(Cc3cccs3)CC2)Oc2cc(Cl)ccc21 |
| ? | COC(=O)Cc1c(C)c2ccc(OCC(=O)OCc3ccccc3)c(C)c2oc1=O |
| ? | O=[N+]([O-])c1ccc(S(=O)(=O)NCc2nc3cccnc3n2Cc2ccccc2Cl)cc1 |
| 12% | CCC(c1cccs1)N1C(=O)[C@H]2CN(S(=O)(=O)c3cc(C)ccc3C)C[C@H]2C1=O (stereo not given in full) |
| 7% | CC(C)CNC(=O)Nc1cccc(-c2ccc(N3CCC(C)CC3)nn2)c1 |

Some of the entries so far, with tabs:
SMILES	KDM5B inhibitor
CCNC(=O)c1ccccc1-c1nc(-c2ccccc2)no1	23%
Cn1c(NCc2ccc3c(c2)OCO3)nc2c1c(=O)n(Cc1ccc(F)cc1)c(=O)n2C	-24%
COC(C(=O)N1CCC(CCC(=O)Nc2ccccc2)CC1)c1ccccc1 (stereo not given)	-10%
Cc1cccc(-c2nnc(SCC(=O)Nc3ccc(F)c(F)c3)n2Cc2ccco2)c1	-10%
Cn1c(=O)c2nc(SCC(=O)Nc3ccc(Cl)c(Cl)c3)n(C)c2n(C)c1=O	-10%
COc1ccc(-c2cc(C(=O)N(C)CC(=O)Nc3ccccc3C(F)(F)F)c3ccccc3n2)cc1OC	?

Screening data from PubChem BioAssay.
